Screens deposited in PubChem by National Center for Advancing Translational Sciences (NCATS).
L3MBTL1 block: inhibitors of human L3MBTL1 | Q9Y468 | Potency, µM (doses to about 57.1 µM), without a hit: at the top dose activity, negative = inhibition, usual class: inhibitors | AID 485360 | 0.66% of 230,000 active | AlphaScreen L3MBTL1–H3K9me1 peptide binding; active = well fitted inhibition curve with a large enough effect; also: nearly all actives have a fitted effect of over 60% in size
Target sequence (Q9Y468 whole entry, looked up): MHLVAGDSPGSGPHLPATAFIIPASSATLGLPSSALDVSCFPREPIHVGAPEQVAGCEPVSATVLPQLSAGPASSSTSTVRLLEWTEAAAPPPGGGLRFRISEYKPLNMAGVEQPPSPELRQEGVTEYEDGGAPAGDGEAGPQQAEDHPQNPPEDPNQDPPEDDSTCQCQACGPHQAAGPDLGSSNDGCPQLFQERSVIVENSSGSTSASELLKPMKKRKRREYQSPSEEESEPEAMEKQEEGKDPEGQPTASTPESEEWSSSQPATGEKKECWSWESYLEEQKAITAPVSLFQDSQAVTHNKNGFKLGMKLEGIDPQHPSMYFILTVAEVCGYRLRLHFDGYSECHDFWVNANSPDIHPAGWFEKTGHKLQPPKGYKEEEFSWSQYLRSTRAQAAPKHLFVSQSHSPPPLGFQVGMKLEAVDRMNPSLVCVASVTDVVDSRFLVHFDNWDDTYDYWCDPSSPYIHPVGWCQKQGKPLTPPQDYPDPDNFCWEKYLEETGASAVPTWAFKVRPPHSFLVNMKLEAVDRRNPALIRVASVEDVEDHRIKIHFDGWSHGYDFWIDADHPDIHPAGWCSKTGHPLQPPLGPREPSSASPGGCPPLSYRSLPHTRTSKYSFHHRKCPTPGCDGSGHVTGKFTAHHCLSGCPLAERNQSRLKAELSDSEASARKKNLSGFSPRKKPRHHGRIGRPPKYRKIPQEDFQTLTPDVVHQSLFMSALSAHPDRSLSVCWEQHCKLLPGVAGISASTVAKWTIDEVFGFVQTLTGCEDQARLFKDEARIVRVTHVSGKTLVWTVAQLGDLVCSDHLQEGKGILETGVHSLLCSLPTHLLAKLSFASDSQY
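L3MBTL1 50 nM + b-AHA-H3(1-15)K9me1 75 nM, 30 min RT; compound added, 30 min RT; streptavidin donor/Ni-chelate acceptor beads 10 ug/mL each final, 30 min RT dark; AlphaScreen read.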
* hit, by the source's call; & = joins results of further samples; [ ] = remark or other dose. % is scaled to controls: 0 for no effect and ±100 for the full control effect; potency is read from the fitted curve at half-maximal effect.

SMILES | L3MBTL1 block
COc1ccc(C(=O)NNC(=O)c2ccc3ccccc3n2)cc1 | -7%
C#CCC(NC(=O)c1ccc(C#N)cc1)C(=O)NCCC (centres undefined) | -3%
COc1ccc(N(C)S(=O)(=O)c2ccc(Cl)c(C(=O)NCC(C)(C)N3CCOCC3)c2)cc1 | 10%
CCN(CC)S(=O)(=O)c1ccc(NC(=O)c2ccc(OCC3CCCO3)cc2)cc1 (centres undefined) | -1%
O=C(NCc1ccccc1)c1cccnc1 | -10%
O=C(NCCCN1CCCC1=O)c1cccc(S(=O)(=O)Nc2ccc(Br)cc2)c1 | 9%
CCN(CC(=O)Nc1ccc(NC(C)=O)cc1)C(=O)CSC(=S)N1CCCC1 | -2%
C[C@@H]1O[C@@H](OC[C@H]2O[C@@H](Oc3cc(O)c4c(=O)cc(-c5ccc(O)c(O)c5)oc4c3)[C@H](O)[C@@H](O)[C@@H]2O)[C@H](O)[C@H](O)[C@H]1O | -1%

Next part
SMILES | L3MBTL1 block
Cc1ccc(S(=O)(=O)N2CCN(CC(=O)Nc3ccnn3C3CCCC3)CC2)cc1 | 1%
COc1ccc(OC)c(NC(=O)CN2C(=O)NC(C)(c3ccc4c(c3)OCCO4)C2=O)c1 (centres undefined) | -19%
Nc1nc(SCC(=O)Nc2cc(Cl)c(Cl)cc2Cl)n[nH]1 | -9%
COc1cc2cc(CCCOC(=O)c3cc(OC)c(OC)c(OC)c3)oc(=O)c2cc1OC | -1%
O=C(C[C@@H]1C/C=C\C[C@H](NC(=O)OCC2c3ccccc3-c3ccccc32)C(=O)OC[C@H]2CCCN2C1=O)N[C@H](CO)Cc1ccccc1 | -2%
C=CCNC(=O)c1onc(CSc2ccc(F)cc2)c1C(=O)NCC=C | 9%
COc1ccccc1OCCCOc1ccc(/C=C2\SC(=O)NC2=O)cc1OC | 1%[2.29 µM]
O=C(Cn1nc(-c2ccccc2)oc1=O)OCC(=O)c1ccc(F)c(F)c1 | 5%

Random excerpt: 2 records from the list, in no set order.
SMILES | L3MBTL1 block
COc1ccc(OC)c(NC(=O)CN2C(=O)NC(C)(c3ccc4c(c3)OCCO4)C2=O)c1 (centres undefined) | -19%
Nc1nc(SCC(=O)Nc2cc(Cl)c(Cl)cc2Cl)n[nH]1 | -9%

(further entries)
SMILES | L3MBTL1 block
CC(=O)c1ccccc1NC(=O)COC(=O)c1cc(C)oc1C | -1%
O=C(COc1ccccc1[N+](=O)[O-])NCC1(N2CCOCC2)CCCCC1 | 8%
COc1ccc(NS(=O)(=O)c2cccc(C(=O)NCC(c3ccco3)N3CCCC3)c2)cc1 (centres undefined) | 4%
Cc1cc(C)c(NC(=O)c2cccc(NC(=O)c3ccco3)c2)c(C)c1 | 4%
O=C(CC1CCCCC1)NCc1ccc(Cl)cc1 | 1%[2.29 µM]
CCN(C(=O)CSc1nc2ccccc2n1C)C1CCS(=O)(=O)C1 (centres undefined) | 5%
CCOC(=O)c1c2ccccc2[n+]([O-])n1[C@@H](C)C(N)=O | 4%
Cc1cc(C)c(NC(=O)CSc2nc3ccccc3c(=O)n2CCCN2CCOCC2)c(C)c1 | -1%

Further records follow.
SMILES | L3MBTL1 block
CCOc1ccc(S(=O)(=O)N2CCN(C(=O)c3ccco3)CC2)cc1 | -4%
O=C(NCc1cccnc1)C(=O)c1c[nH]c2ccccc12 | 6%
COc1ccccc1N1CCN(C2CCCN(C(=O)CCC(C)=O)C2)CC1 (centres undefined) | 6%
Nc1nnc(SCC(=O)Nc2cccnc2Cl)s1 | -6%
C/C=C(/C)C(=O)OC1CC(C)(C)C[C@H]2C3=CC[C@@H]4[C@@]5(C)CCC(O[C@@H]6O[C@@H](C(=O)O)[C@@H](O)C(O[C@@H]7OC[C@H](O)[C@@H](O)[C@@H]7O[C@@H]7OC(CO)C(O)[C@@H](O)[C@@H]7O)C6O[C@@H]6OC(CO)C(O)C(O)C6O)[C@@](C)(CO)[C@@H]5CC[C@]4(C)[C@]3(C)CC(O)[C@@]12CO (some centres undefined) | 2%
Cc1ccc(C(=O)NCC(=O)OCC(=O)N2CC(C)OC(C)C2)cc1 (centres undefined) | 1%
COc1ccc(CN(C)C(=O)COc2cccc(-n3cnnn3)c2)cc1OC | 1%
Cc1cc(=O)[nH]c(SCC(=O)NC2CCCCCC2)n1 | 0%

Additional compounds follow:
SMILES | L3MBTL1 block
CCCCn1c(N)c(N(C)C(=O)c2cc3c(s2)CCCCC3)c(=O)[nH]c1=O | 1%
Cc1cc(C(=O)COC(=O)c2ccc(O)cc2O)c(C)n1-c1ccccc1 | -2%
COc1ccc(NC(=O)N(C)C[C@H]2Oc3ccc(NC(=O)CCC(F)(F)F)cc3C(=O)N([C@H](C)CO)C[C@@H]2C)cc1 | 0%
CC(C)CN1C(=O)C(=O)N(CC(=O)N2CCN(c3ccccc3)CC2)C1=O | 0%
O=C(CSc1cccc2cccnc12)Nc1cc(C(=O)O)cc(C(=O)O)c1 | -4%
C#CCOc1ccc(C2C(C#N)=C(N)Oc3cc(O)ccc32)cc1 (centres undefined) | 3%[2.29 µM]
Cc1ccc(SCC(=O)OC(C)C(=O)NC2(C#N)CCCCC2)cc1 (centres undefined) | 3%
CCC(C)(C)C1CCc2[nH]nc(C(=O)NC3CCCC3)c2C1 (centres undefined) | 8%

Next part.
SMILES | L3MBTL1 block
CCOC(=O)C1CCN(C(=O)c2ccc(OCC(=O)Nc3cccc(C(F)(F)F)c3)c(OC)c2)CC1 | -12%
C[C@H](NC(=O)c1nc[nH]c1C(=O)N[C@@H](CCCCN)C(=O)OC(C)(C)C)C(=O)OC(C)(C)C | 4%
CC1CCN(CC(O)COc2ccc(-c3ccccc3)cc2)CC1 (centres undefined) | -2%
Cc1cc(C)c(NC(=O)CNC(=O)COC(=O)Cc2cccs2)c(C)c1 | 5%
CCOC(=O)C1CCCN(C(=O)c2cc(S(=O)(=O)N3CCCCC3)ccc2Cl)C1 (centres undefined) | -1%
Cn1c2ccsc2c2ncn(Cc3ccccc3F)c(=O)c21 | -4%&-17%
O=C(c1cc(=O)[nH]c2ccccc12)N1CC=C(c2ccccc2)CC1 | -13%
O=C(NCCc1ccc(F)cc1)c1ccc(S(=O)(=O)N2CCCC2)cc1 | 1%

Next records follow.
SMILES | L3MBTL1 block
COc1ccc(OC)c(C(=O)NC(CC(N)=O)c2ccc(N3CCN(c4ccccn4)CC3)c([N+](=O)[O-])c2)c1 (centres undefined) | -9%
COc1cc(CCCN2CCNC[C@H]2Cc2ccc(O)cc2)cc(OC)c1OC | -8%
O=C(Nc1ccccn1)c1ccc(Cl)c(S(=O)(=O)N2CCc3ccccc32)c1 | 43%[activator]
Cc1ccc(Nc2nc(N)nc(COC(=O)C3=COCCO3)n2)cc1 | -6%
CC(C)(NS(=O)(=O)OCC(Cl)(Cl)Cl)c1ccccc1 | 7%
O=C(Cn1cnc2ccccc21)c1ccccc1 | 2%
O=C(CN1C(=O)NC2(CCc3ccccc32)C1=O)c1cccs1 (centres undefined) | 1%
CCOC(=O)C1=CNS(=O)(=O)NC1c1cccc(O)c1 (centres undefined) | -3%

The list continues.
SMILES | L3MBTL1 block
CC1CC(C)(C)N(C(=O)CN2CCN(C)CC2)c2ccccc21 (centres undefined) | -9%
CCOc1ccc(N/C=C/C(=O)c2ccccc2)cc1 | 7%
COc1cc(/C=N/NC(=O)Cc2ccccc2)cc(OC)c1OC | 2%
O=C(COC(=O)c1ncc(Cl)c(Cl)c1Cl)Nc1ccc(Cl)cn1 | -11%
O=C(COC(=O)c1cc(Br)ccc1O)NC12CC3CC(CC(C3)C1)C2 | 9%
CC1C(=O)N2CCCc3cc(NS(=O)(=O)c4ccccc4)cc1c32 (centres undefined) | -3%
CC(=O)c1ccccc1OCc1ccc(C(=O)c2ccccc2)cc1 | 26%
COc1ccc(NC(=O)C2CC(c3ccc(Cl)cc3)=NO2)cc1 (centres undefined) | 1%

Other results
SMILES | L3MBTL1 block
COc1cccc(-c2ncc3ccccc3c2COC(=O)c2ccc(F)cc2)c1 | 0%
Cc1sc(NC(=O)c2ccc3ncsc3c2)c(C(N)=O)c1C | 7%
COc1ccccc1C(=O)Nc1ccc(OCC(=O)N2C(C)CCCC2C)cc1 (centres undefined) | 0%
CCN(CC(=O)Nc1c(F)cccc1F)C(=O)CCC(=O)c1ccc(F)cc1 | -18%
CCCNC(=O)c1ccc(COc2ccc(C)cc2)o1 | 19%
COc1cc(/C=C/C(=O)OCC(=O)NCc2ccc3c(c2)OCO3)cc(OC)c1OC | 0%
O=C(CNC(=O)c1ccccc1F)OCCOc1cccc(Cl)c1 | 11%
CCC(C)N(C(=O)CSc1nc(C)c(C)c(C)c1C#N)C1CCS(=O)(=O)C1 (centres undefined) | 38%[activator]

Later entries.
SMILES | L3MBTL1 block
COc1ccc(NC(=O)COC(=O)CCSc2ccccc2)cc1OC | 1%
CCC(CC)COC(=O)C1=C(C)NC(=O)NC1c1ccc(N(C)C)cc1 (centres undefined) | -29%
O=C(CSC(=S)N1CCCC1)Nc1ncc(Cl)cc1Cl | 10%
CC(C)c1ccc(NC(=O)Cc2ccc(NC3=NC4CS(=O)(=O)CC4S3)cc2)cc1 (centres undefined) | -3%
Cc1cccc(C(=O)NCC(=O)OCc2nnc(-c3ccccc3)o2)c1 | -5%
CCOc1ccc(-n2c(SCC(=O)O)nc3sc4c(c3c2=O)CCCC4)cc1 | 9%
CCCNC(=O)c1onc(CSc2ccc(F)cc2)c1C(=O)NCCOC | 5%
CC(=O)c1c(C)n(-c2ccc(C)cc2)c2ccc(O)cc12 | 1%

New compounds follow
SMILES | L3MBTL1 block
COc1cccc(NC(=O)CN2C(=O)NC3(CCc4ccccc43)C2=O)c1 (centres undefined) | -4%
COc1ccccc1N1C(=O)CC(c2ccccc2)CC1=O | 5%
COc1ccc(F)cc1S(=O)(=O)n1cnc2ccccc21 | -1%[2.29 µM]
Cc1cc(C)n(CCCNC(=O)c2ccc(C)o2)n1 | -6%
CCN(CC)C(=O)[C@H]1C[C@H](CC(=O)NCCCOC)C(=O)N2CCc3c([nH]c4cc(-c5ccco5)ccc34)[C@]12C | -12%
CC[C@]12c3[nH]c4ccc(Cl)cc4c3CCN1C(=O)[C@@H](CC(=O)NCc1cccc(C(F)(F)F)c1)C[C@@H]2C(=O)N1CCN(C(=O)C2CC2)CC1 | 8%
O=C(NNC(=O)c1ccc2c(=O)n3c(nc2c1)CCC3)c1cccc(Cl)c1 | -11%
Cc1nn(-c2ccc(C(=O)NCC(c3ccco3)N3CCCC3)cc2)c(C)c1Cl (centres undefined) | -3%

Additional records:
SMILES | L3MBTL1 block
O=C(NC12CC3CC(CC(C3)C1)C2)c1cccnc1Cl | 7%
COC(=O)C[C@H](NC(=O)Cn1cnc2c(SC)nc(N)nc21)C(=O)OC | 2%
O=C1CC(N2CCN(S(=O)(=O)c3ccc([N+](=O)[O-])cc3)CC2)C(=O)N1c1ccccc1F (centres undefined) | 6%
COc1ccc(C2=NS(=O)(=O)N(C)C(C(=O)N3CCCCC3)=C2)cc1OC | 5%
Cc1ccc(C)c(C(=O)COC(=O)C2CCN(c3ccc(C(F)(F)F)cn3)CC2)c1 | 25%
O=C(NCCN1CCOCC1)c1ccc(Cl)c([N+](=O)[O-])c1 | 1%
CCn1nc(C(=O)NNC(=O)c2ccc(OC(F)F)cc2)c2ccccc2c1=O | 7%
CC(=O)Nc1ccc(NC(=O)CSc2nnc3ccc(-c4cccnc4)nn23)cc1 | 1%

Continued:
SMILES | L3MBTL1 block
Nc1nc2ccc(C(=O)Nc3ccc(N4CCOCC4)cc3)cc2s1 | -6%
CC(C)C[C@H](NC(=O)N1CC(=O)Nc2ccccc21)C(=O)N[C@@H](Cc1c[nH]c2ccccc12)C(=O)O | -4%
COc1cc(/C=C/C(=O)OC(C)C(=O)c2ccccc2)cc(OC)c1OC (centres undefined) | -6%
Cc1ccc(S(=O)(=O)CCC(=O)OCC(=O)Nc2ccc(N3CCOCC3)cc2)cc1 | 3%
O=C(NC1CCCC1)c1cccc(S(=O)(=O)N2CCOCC2)c1 | 3%
CCOc1ccc(NC(=O)CN(C)C(=O)CCCOc2ccc(Br)cc2)cc1OCC | -9%
CC[C@@]1(C(=O)OC)N[C@H](CN(C)S(=O)(=O)c2ccccc2)[C@@H]2C(=O)N(C)C(=O)[C@@H]21 | 5%
Cc1cc(C(=O)CCC(=O)NC(C)c2ccc(S(N)(=O)=O)cc2)c(C)s1 (centres undefined) | -4%

Further structures follow.
SMILES | L3MBTL1 block
CNC(=O)c1ccc(NC(=O)Nc2ccccc2)cc1 | -2%
CN(C)S(=O)(=O)c1ccc(N2CCCC2)c(C(=O)OCC(=O)NC2(C#N)CCCCC2)c1 | -11%
CCN(CC)CCN(Cc1cc2cc3c(cc2[nH]c1=O)OCCO3)C(=S)NC | 3%
NS(=O)(=O)c1ccc(CNC(=O)c2ccc(NS(=O)(=O)c3ccc4[nH]c(=O)[nH]c4c3)cc2)cc1 | -2%
Clc1ccccc1CNCC1CCCO1 (centres undefined) | 1%
Cc1cnc(C(=O)OCC(=O)N2CC(C)CC(C)C2)cn1 (centres undefined) | -5%
CC(C)CCn1c(N2CCCC2)nc2c1c(=O)[nH]c(=O)n2C | -3%

Among those listed so far, 7 have a thiophene ring, fused or not:
SMILES | L3MBTL1 block
CCCCn1c(N)c(N(C)C(=O)c2cc3c(s2)CCCCC3)c(=O)[nH]c1=O | 1%
Cc1cc(C)c(NC(=O)CNC(=O)COC(=O)Cc2cccs2)c(C)c1 | 5%
Cn1c2ccsc2c2ncn(Cc3ccccc3F)c(=O)c21 | -4%&-17%
O=C(CN1C(=O)NC2(CCc3ccccc32)C1=O)c1cccs1 (centres undefined) | 1%
Cc1sc(NC(=O)c2ccc3ncsc3c2)c(C(N)=O)c1C | 7%
CCOc1ccc(-n2c(SCC(=O)O)nc3sc4c(c3c2=O)CCCC4)cc1 | 9%
Cc1cc(C(=O)CCC(=O)NC(C)c2ccc(S(N)(=O)=O)cc2)c(C)s1 (centres undefined) | -4%

An excerpt, so the mix of outcomes need not match the whole.
